PLK1 PBD block: qHTS for Inhibitors of PLK1-PDB (polo-like kinase 1 - polo-box domain): Primary Screen; hit rate 2.8% among 360,000; Potency, µM, without a hit: max response, negative = inhibition, most hits filed as inhibitors; Plk1 PBD binding of FITC phosphopeptide, fluorescence polarization; AID 720504, 2013; Serine/threonine-protein kinase PLK1 (Homo sapiens), P53350; also: potency is read from the fitted curve at half-maximal effect; series mostly up to about 57 µM; % is scaled to controls: 0 for no effect and ±100 for the full control effect; nearly all actives have a fitted effect of over 65% in size
Target sequence (P53350 whole entry, looked up, the tested form may be a part): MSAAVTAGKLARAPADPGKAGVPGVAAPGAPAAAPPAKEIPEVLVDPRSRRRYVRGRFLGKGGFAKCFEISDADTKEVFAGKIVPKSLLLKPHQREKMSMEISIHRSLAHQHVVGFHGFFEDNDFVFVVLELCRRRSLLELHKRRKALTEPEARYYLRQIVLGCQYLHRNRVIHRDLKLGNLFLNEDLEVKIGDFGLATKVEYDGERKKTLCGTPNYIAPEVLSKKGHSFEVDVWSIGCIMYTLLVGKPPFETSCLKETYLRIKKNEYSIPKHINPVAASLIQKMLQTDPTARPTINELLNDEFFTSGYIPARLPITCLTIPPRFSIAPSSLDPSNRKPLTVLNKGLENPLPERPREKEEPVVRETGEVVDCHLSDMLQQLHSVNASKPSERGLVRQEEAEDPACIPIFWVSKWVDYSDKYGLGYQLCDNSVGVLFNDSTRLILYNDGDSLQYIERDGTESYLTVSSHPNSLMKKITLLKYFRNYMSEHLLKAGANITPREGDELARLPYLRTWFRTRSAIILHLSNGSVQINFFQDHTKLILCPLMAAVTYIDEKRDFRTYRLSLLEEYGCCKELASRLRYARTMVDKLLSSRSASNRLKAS
IL-2 act: qHTS of IL-2 Activators. hit rate 0.065% among 360,000. activation, % (series mostly up to about 46 µM). IL-2 activation reporter assay, cell-based qHTS; stimulated with anti-CD3/CD4/CD28 beads; in transgenic mouse T cells; in the data active = activation above about 50%; inconclusive = mostly about 30% to 49%; also: 0% is about no effect
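Using fluorescent plate cytometry, EGFP and DsRed are detected in transgenic mouse T cells stimulated 18 h at 37 degrees C with antibody-coated beads after 60 min compound pretreatment.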
WRN inhibitor: qHTS for Inhibitors of WRN Helicase | Bifunctional 3'-5' exonuclease/ATP-dependent helicase WRN (Homo sapiens), Q14191 | WRN helicase unwinding, fluorescent forked duplex, kinetic | Potency, µM (titrated, usually from 114 µM), for the others: at the top dose activity change, negative = inhibition, hits mostly inhibitors | hit rate 0.46% among 360,000; also: potency is read from the fitted curve at half-maximal effect; % is scaled to controls: 0 for no effect and ±100 for the full control effect; nearly all actives have a fitted effect of over 55% in size
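Fluorescence dequenching readout, ex 525 nm/em 598 nm, kinetic mode: forked duplex DNA (100 nM final) with adjacent fluorophore and quencher unwound by WRN (20 nM final) with 2 mM ATP. Compound preincubation 15 min, room temperature.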
EPAC2 ag: qHTS for Agonist of cAMP-regulated guanine nucleotide exchange factor 4 (EPAC2): primary screen; Rap guanine nucleotide exchange factor 4 (Homo sapiens), Q8WZA2; EPAC2 activation, biochemical qHTS; response scale: 100% = 6.5 mM cAMP response; AID 720711, 2013; hit rate 0.079% among 360,000; Potency, µM (series often up to 154 µM), for inactives: at the top dose activation, most hits filed as activators; also: potency is read from the fitted curve at half-maximal effect; nearly all actives have a fitted effect of over 50% in size
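In this primary screen, activation is scored as increased exchange of BODIPY-GDP from Rap1B by 100 nM EPAC2, with 50 uM GDP as competitor. Signal is normalized to the 6.5 mM cAMP agonist control.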
EPAC1 antag: qHTS for Antagonist of cAMP-regulated guanine nucleotide exchange factor 3 (EPAC1): primary screen; Potency, µM (series often up to 115 µM), for the others: at the highest dose activity change, negative = inhibition, actives largely listed as inhibitors; EPAC1 GEF assay, Rap1b-BODIPY-GDP exchange fluorescence; Rap guanine nucleotide exchange factor 3 (Homo sapiens), O95398; hit rate 0.14% among 360,000;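 also: potency is read from the fitted curve at half-maximal effect; plate controls were vehicle for no effect and positive control for full effect; nearly all actives have a fitted effect of over 50% in size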
EPAC1 ag: qHTS for Agonist of cAMP-regulated guanine nucleotide exchange factor 3 (EPAC1): primary screen. EPAC1 agonist qHTS, biochemical assay; response scale: 100% = response to 6.5 mM cAMP. Potency, µM (series often up to 154 µM), for inactives: at the top dose activation, most hits filed as activators. hit rate 0.073% among 360,000; also: potency is read from the fitted curve at half-maximal effect; nearly all actives have a fitted effect of over 60% in size
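Normalized to 6.5 mM cAMP, activity reflects EPAC1-catalysed release of BODIPY-GDP from Rap1B, followed kinetically over 30 min at 480 nm excitation, 540 nm emission. Reaction contained 100 nM EPAC1, 250 nM Rap1B-BODIPY-GDP, 50 uM GDP.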
CCT chaperon mod: High-Throughput Screening for Modulators of Cytosolic Chaperonin Activity. AID 651819, 2012. purified chaperonin ATPase assay, HTRF ADP detection, 30 min. activity change, % (concentration not given with the values), hits read low. hit rate 0.3% among 360,000; in the data active = activity change below about -30%; also: % is scaled to controls: 0 for no effect and ±100 for the full control effect
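First, chaperonin was dispensed at 40 nM or 20 nM final depending on batch activity. Next, compounds were pinned at 76 uM and ATP added at 10 uM. After 30 min at 37 °C, ADP detection reagents ran 30 min at ambient temperature.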
PI5P4Ka inh: qHTS for Inhibitors of phosphatidylinositol 5-phosphate 4-kinase (PI5P4K) | Phosphatidylinositol 5-phosphate 4-kinase type-2 alpha (Homo sapiens), P48426 | PI5P4Kalpha enzyme, ADP-Glo luminescence, 60 min; active compounds read low | max response, % | hit rate 1.2% among 330,000 | AID 652105, 2013; active = max response of -50% or lower; inconclusive = between -30% and -50%; inactive = -30% or higher; also: value at the top dose of about 77 µM; % is scaled to controls: 0 for no effect and ±100 for the full control effect
Target sequence (P48426 whole entry, looked up): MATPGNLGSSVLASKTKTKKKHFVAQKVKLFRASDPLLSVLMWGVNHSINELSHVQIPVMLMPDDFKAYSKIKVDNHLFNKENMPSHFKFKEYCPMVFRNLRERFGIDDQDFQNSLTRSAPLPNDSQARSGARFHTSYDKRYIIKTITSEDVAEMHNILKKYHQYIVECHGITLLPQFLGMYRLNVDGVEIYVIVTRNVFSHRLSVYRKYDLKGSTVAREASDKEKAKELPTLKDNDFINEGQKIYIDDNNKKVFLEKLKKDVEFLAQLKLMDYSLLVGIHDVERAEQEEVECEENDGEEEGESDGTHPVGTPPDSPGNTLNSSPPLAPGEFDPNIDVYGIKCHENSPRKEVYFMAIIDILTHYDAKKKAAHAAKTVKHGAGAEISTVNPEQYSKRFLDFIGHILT
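qHTS, 1536-well: enzyme/substrate mix, compound by pin tool, 5 microM ATP final; RT 60 min; ADP-Glo reagents 1 (45 min) then 2 (30 min); luminescence.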
Starred values were filed as active, the others as inactive; ? = inconclusive; . = no result given; [ ] = dose if it differs, or a comment. Unless noted, calls follow the shape of the dose curve; as a rule, active = well fitted curve in the direction sought with a large enough effect; inconclusive = small, poorly fitted or top-dose-only effect, or another doubt; inactive = no such curve, though single readings can be large; an effect the other way counts as inactive or inconclusive. This is a subset; the hit share may differ from the screen's.

Molecule,PLK1 PBD block,IL-2 act,WRN inhibitor,EPAC2 ag,EPAC1 antag,EPAC1 ag,CCT chaperon mod,PI5P4Ka inh
COCc1ccc(C(=O)N2CCCC(N(C)CCc3ccc(OC)c(OC)c3)C2)s1 (stereo not given),1%,-0.6,-1%,-6%,4%,12%,1.5,1
CC(NC(=O)CSc1ccccc1)c1ccccc1 (stereo not given),-2%,0.6,-6%,3%,13%,9%,1.6,-4
COc1ccc(CC(N)c2csc(Nc3nncc4ccccc34)n2)cc1 (stereo not given),0%,-0.9,-4%,2%,-12%,0%,-1.7,16
Cc1ccc(Sc2c(C)nn(C(=O)C3CC3)c2C)cc1,-9%,-4.6,3%,10%,-7%,-1%,-0.5,1
COc1ccc(C(=O)C2CCCN(C(=O)c3noc4c3CCCC4)C2)cc1F (stereo not given),5%,-1.5,2%[57.1 µM],1%,?,-6%,0.9,-6
O=C(OCc1ccccc1)c1cn(-c2ccccc2)nc1-c1ccncc1,-4%,-0.2,-5%,4%,-8%,0%,-0.3,-1
O=C(Nc1ccccc1N1CCN(c2ccc(F)cc2)CC1)C1CCCCC1,0%,-1.5,3%[57.1 µM],8%,-2%,-1%,-12,-1
Cc1cccc(NC(=S)N/N=C/c2ccc([N+](=O)[O-])s2)c1,-5%,-2.3,-2%,4%,-1%,1%,-0.1,-14
CCN1CCN(CC(=O)Nc2ccc(N(C)C)cc2)CC1,-2%,0.5,3%,12%,7%,10%,1.4,-4
COC(=O)[C@@H](NC(=O)Nc1ccc(C(C)=O)cc1)C(C)C,-11%,0.1,11%,-2%,20%,5%,-0.6,.
CCCCOc1ccccc1Cn1c(=O)oc2ccc(C)cc21,-4%,-3.0,2%,9%,-9%,5%,-1.7,.
COC(=O)c1sc2nc(SCc3ccccc3C#N)n(N)c(=O)c2c1C,-3%,1.9,-8%,7%,7%,2%,1.0,1
CC1(C)CCC[C@]2(C)[C@H]3Cc4cc(O)ccc4O[C@]3(C)CC[C@@H]12,-10%,-0.9,-16%,-16%,?,-41%[inhibitor],-0.2,-4
O=c1[nH]c2ccc(Cl)cc2c(-c2ccccc2)c1CN1CCOCC1,?,0.4,-32%,1%,-1%,4%,-4.7,.
O=C(NCCN1CCN(Cc2ccccc2)CC1)c1ccc(CS(=O)(=O)c2ccc(Br)cc2)o1,-1%,-2.1,20%,8%,-15%,-9%,1.5,-1
CCN(CC)C(=O)C1=C(C)N(CCCOC)C(=O)C(CC(=O)NCc2ccco2)C1 (stereo not given),-14%,0.3,6%,4%,5%,3%,-0.8,9
COc1ccc(F)cc1C(=O)C1CCCN(Cc2cn(C)c3ccccc23)C1 (stereo not given),-17%,-1.2,-14%,14%,1%,12%,-3.1,-5
CCN=C1S/C(=C\c2ccc(OCC)c(OC)c2)C(=O)N1CC,-8%,1.9,6%,5%,-12%,-4%,-3.0,-8
COc1ccc(-c2coc3c(C(=O)N4CCN(C)CC4)cccc23)c(C)c1,5%,-0.2,-1%,7%,1%,6%,-3.0,-7
Cc1ccccc1NC(=O)CN1C(=O)CSc2ccc(S(=O)(=O)N3CCCC3)cc21,-15%,0.7,1%,9%,15%,13%,-1.7,-9
CCOC(=O)c1cc(C)sc1N1C(=O)C2C3C=CC(C3)C2C1=O (stereo not given),-2%,-1.9,1%,5%,7%,4%,-0.3,.
COC(=O)C(C)Sc1ccc2nnc(-c3ccccc3)n2n1 (stereo not given),-4%,-1.0,-26%,2%,-5%,3%,-3.6,-1
O=C(Nc1ccc(-n2ccc(C(F)(F)F)n2)cc1)c1cccs1,2%,-2.6,3%,2%,-23%,-8%,-1.4,-9
Cc1cnc(-c2nc3ccccc3n2C(C(=O)NC(C)(C)C)c2ccncc2)cn1 (stereo not given),-6%,-0.3,7%,13%,-6%,10%,.,2
CCOC(=O)CSCC(=O)N1CCC(Cc2ccccc2)CC1,-24%,-0.2,8%,5%,11%,0%,0.0,4
CC(Cc1ccccc1)C(=O)N[C@@H](CO)Cc1ccccc1 (stereo not given in full),9%,0.0,-5%,0%,-5%,5%,1.0,-1
COc1ccccc1/C=C/C1(C(=O)NC2CCCC2)CC(=O)N1c1ccc(F)cc1 (stereo not given),-14%,0.5,-15%,2%,-16%,5%,0.8,4
CCN(CC)c1ccc(N2C(=O)/C(=C/c3ccccn3)SC2=S)cc1,-14%,-3.1,?,9%,-5%,-6%,-0.3,5
COCCN1CCN(C(=O)C2CCC(=O)N(CCc3ccccc3)C2)CC1 (stereo not given),-8%,-2.6,-27%,-2%,-8%,9%,-0.8,-5
CC(=O)Nc1ccc(C(=O)OCC(=O)c2ccc(C)c([N+](=O)[O-])c2)cc1,-2%,-0.4,4%,-3%,13%,4%,-2.7,2

(next part)
Molecule,PLK1 PBD block,IL-2 act,WRN inhibitor,EPAC2 ag,EPAC1 antag,EPAC1 ag,CCT chaperon mod,PI5P4Ka inh
CCN(Cc1ccccc1)C(=S)Nc1cc(C(=O)OC)ccc1C(=O)OC,-13%,-2.9,-5%,8%,-1%,15%,-3.5,15
CN(C(=O)CCN1C(=O)C(C)(C)Nc2ccccc21)c1ccccc1,-6%,-0.7,16%,2%,-4%,1%,-0.7,-1
CC1CCN(Cc2c(C(=O)N/N=C/c3cc(Cl)ccc3O)nnn2-c2nonc2N)CC1,1%,-1.5,-3%,1%,-8%,1%,0.8,9
CCC(CC)N1CCN(CCc2ccccc2)C(CCO)C1 (stereo not given),-7%,-2.9,0%,0%,0%,5%,3.2,1
O=C(Nc1cnccn1)Nc1cccc(Cl)c1Cl,0%,-3.5,6%,1%,-6%,5%,-1.4,3
CCn1c(Cc2cccs2)nnc1SCC(=O)NC1CC1,-20%,-1.9,1%,11%,-2%,2%,-1.2,-4
CC1(c2ccccc2Cl)NC(=O)N(CC(=O)NCc2ccco2)C1=O (stereo not given),-4%,-0.1,5%,1%,3%,7%,-0.8,-5
CN(C)S(=O)(=O)c1cc(NC(=O)CN2CCOCC2)ccc1Cl,24µM*,2.6,9%,7%,3%,1%,-5.8,?
CCOc1ccc(C(=O)NCC(=O)N2CCc3ccccc3C2)cc1OCC,-6%,-1.1,0%,-5%,3%,7%,-4.6,4
COc1ccccc1-c1cc(C(F)(F)F)c(C#N)c(=O)[nH]1,-8%,-0.6,-9%,3%,2%,-10%,0.1,1
CCC(=O)N1CCC2(CC1)Oc1ccc(F)cc1C(=O)C21CC(c2ccc(Cl)cc2)=NO1 (stereo not given),1%,-0.3,-1%,7%,-1%,-7%,-0.3,0
O=C(CN1c2ccccc2S(=O)(=O)c2ccccc21)Nc1ccccc1F,-19%,-1.3,-5%,10%,-18%,13%,-2.1,1
COc1cccc(CNC(=O)C2CCN(S(=O)(=O)c3cnc[nH]3)CC2)c1,-3%,-0.7,5%,1%,19%,2%,2.0,-1
COc1ccc(C(=O)OCC(=O)NCc2ccco2)cc1S(=O)(=O)N1CCN(c2cccc(Cl)c2)CC1,-7%,-2.6,-14%,7%,13%,7%,0.7,-2
CN1CCN(CC(O)COc2ccccc2)CC1 (stereo not given),0%,1.5,-3%,?,?,?,-1.8,7
CCO[C@H]1OC(C(=O)N2CCOCC2)=C[C@@H](C2CC2)[C@@H]1CCCO,-15%,0.5,-11%,9%,-24%,-18%,-2.9,-3
CC(C)=CCN1CCN(Cc2nc(C(C)C)cs2)CC1CCO (stereo not given),?,-1.8,4%,5%,-20%,-14%,1.7,-10
C=CCn1c(COc2ccc(OC)cc2)nnc1SC(C)C(=O)NC1CC1 (stereo not given),-3%,1.2,18%,-3%,4%,-6%,1.1,-13
COc1ccc(C(=O)Nc2ncc(C)s2)cc1S(=O)(=O)N1CCCC1,?,0.2,-9%,-4%,-17%,12%,1.8,1
CC1CCCN(CCOc2ccc3ccccc3c2Br)C1 (stereo not given),-9%,-1.9,-5%,9%,-3%,7%,-2.2,34

A second format for eight compounds above:
Value order – PLK1 PBD block, IL-2 act, WRN inhibitor, EPAC2 ag, EPAC1 antag, EPAC1 ag, CCT chaperon mod, PI5P4Ka inh
CCN(Cc1ccccc1)C(=S)Nc1cc(C(=O)OC)ccc1C(=O)OC
    -13%, -2.9, -5%, 8%, -1%, 15%, -3.5, 15
CN(C(=O)CCN1C(=O)C(C)(C)Nc2ccccc21)c1ccccc1
    -6%, -0.7, 16%, 2%, -4%, 1%, -0.7, -1
CC1CCN(Cc2c(C(=O)N/N=C/c3cc(Cl)ccc3O)nnn2-c2nonc2N)CC1
    1%, -1.5, -3%, 1%, -8%, 1%, 0.8, 9
CCC(CC)N1CCN(CCc2ccccc2)C(CCO)C1 (stereo not given)
    -7%, -2.9, 0%, 0%, 0%, 5%, 3.2, 1
O=C(Nc1cnccn1)Nc1cccc(Cl)c1Cl
    0%, -3.5, 6%, 1%, -6%, 5%, -1.4, 3
CCn1c(Cc2cccs2)nnc1SCC(=O)NC1CC1
    -20%, -1.9, 1%, 11%, -2%, 2%, -1.2, -4
CC1(c2ccccc2Cl)NC(=O)N(CC(=O)NCc2ccco2)C1=O (stereo not given)
    -4%, -0.1, 5%, 1%, 3%, 7%, -0.8, -5
CN(C)S(=O)(=O)c1cc(NC(=O)CN2CCOCC2)ccc1Cl
    24µM*, 2.6, 9%, 7%, 3%, 1%, -5.8, ?
